Screens from PubChem BioAssay.
SUMO HTRF inh = SUMOylation inhibition; hit rate 0.36% among 290,000; P63279; HTRF SUMOylation assay, SAE1/SAE2 + UBC9, in vitro; inhibition, % at 35 µM; in the data active means inhibition above about 50%, passing the limit was not always enough; further: strong numbers were not always called active
Target sequence (P63279 whole entry, looked up): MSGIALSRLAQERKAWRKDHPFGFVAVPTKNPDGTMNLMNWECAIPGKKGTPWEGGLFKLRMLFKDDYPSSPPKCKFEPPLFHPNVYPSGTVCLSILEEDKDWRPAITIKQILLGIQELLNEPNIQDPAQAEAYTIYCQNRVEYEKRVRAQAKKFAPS
NS3 helicase inh = HCV NS3 helicase inhibition; hit rate 0.56% among 290,000; NS3 helicase DNA unwinding, Cy5 molecular beacon fluorescence; inhibition, % at 10.9 µM; AID 1800;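 active means inhibition above the mean of all tested compounds plus 3 SD, set per campaign, cut at about 35% in these data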;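 further: 0% = DMSO wells and 100% = thioflavine S control wells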
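System: NS3 helicase fragment of HCV / Schedule: 1 h at 25 °C / Control set: DMSO alone as 0% and 110 µM thioflavine S as 100% / Reagent: Cy5/quencher beacon DNA duplex and ATP to start / Technique: Cy5 fluorescence / Replication: singlicate / Evaluation: % inhibition of end-to-start signal ratio versus controls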
MEKK3 PB1 HTS = modulators (inhibitors or enhancers) of MEK5 binding to human MEKK3 PB1 domain | bead-based flow cytometry, Alexa488-MEK5 binding to MEKK3; actives lie on both sides; 0 = blocked by unlabeled MEK5, 100 = vehicle | AID 1529 | hit rate 1.4% among 290,000 | Q99759 | binding response (% of control), % at 10 µM;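 active means binding response more than 3 SD above or below the average of its plate-row segment, actives on both sides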;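 further: Alexa488 bead fluorescence after subtracting the streptavidin-only scavenger bead signal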
Target sequence (Q99759 whole entry, looked up, the tested form may be a part): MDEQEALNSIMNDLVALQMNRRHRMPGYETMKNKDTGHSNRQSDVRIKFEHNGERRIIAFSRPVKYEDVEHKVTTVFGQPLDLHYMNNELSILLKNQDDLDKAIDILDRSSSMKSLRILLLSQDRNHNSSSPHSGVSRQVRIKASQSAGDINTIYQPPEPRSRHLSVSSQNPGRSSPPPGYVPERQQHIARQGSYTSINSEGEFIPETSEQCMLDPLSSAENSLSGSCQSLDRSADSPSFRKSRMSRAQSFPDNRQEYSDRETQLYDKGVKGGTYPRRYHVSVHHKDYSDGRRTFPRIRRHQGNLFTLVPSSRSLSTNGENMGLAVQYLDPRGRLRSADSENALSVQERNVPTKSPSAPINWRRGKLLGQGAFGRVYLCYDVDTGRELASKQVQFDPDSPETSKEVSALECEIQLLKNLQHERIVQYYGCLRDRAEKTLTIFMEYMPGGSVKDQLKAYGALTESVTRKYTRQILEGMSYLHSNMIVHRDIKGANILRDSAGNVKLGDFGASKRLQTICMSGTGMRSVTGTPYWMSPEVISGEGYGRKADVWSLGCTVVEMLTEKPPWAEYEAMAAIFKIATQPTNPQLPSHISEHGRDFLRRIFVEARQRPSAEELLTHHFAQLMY
DNA FID counter = fluorescent intercalator displacement, NS3 helicase counter-screen. DNA fluorescent intercalator displacement, fluorescence. inhibition, % at 7.9 µM. hit rate 0.17% among 290,000; in the data active means inhibition above about 37%;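 further: 0% = vehicle and 100% = reference compound; higher means more ethidium bromide displaced from hairpin DNA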
IMP-1 inh = blocks Pseudomonas aeruginosa IMP-1 metallo-beta-lactamase; inhibition, % at 5.6 µM; purified IMP-1, nitrocefin hydrolysis, epi-absorbance fluorescence; hit rate 0.45% among 290,000;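 active means inhibition above the mean plus 3 SD of all compounds in the same screening run, cut at about 4.5% in these data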;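 further: 0% = IMP-1 with DMSO and 100% = DMSO wells lacking enzyme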
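system = purified recombinant IMP-1 beta-lactamase | amount = 0.2 nM IMP-1, as dispensed | medium = HEPES buffer pH 7.1 with ZnSO4 and Brij 35 | times = 25 °C, 15 min preincubation, 25 min reaction | detection = plate fluorescence quenching by hydrolysis product, ex 480/em 530 nm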
VIM-2 inhibitor = blocks Pseudomonas aeruginosa VIM-2 metallo-beta-lactamase. purified VIM-2, nitrocefin hydrolysis, epi-absorbance fluorescence. inhibition, % at 5.6 µM. hit rate 0.89% among 290,000;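 active means inhibition above the mean of all tested compounds plus 3 SD, cutoff set per screening run, cut at about 7.5% in these data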;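 further: red hydrolysis product quenches plate fluorescence so inhibitors raise well fluorescence; 0% = enzyme with DMSO and 100% = DMSO without enzyme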
p-CIP stab down = lowers stability of the mouse p/CIP coactivator protein | Q05BA5 | AID 1984 | decrease of EGFP signal, % at 10 µM | hit rate 0.01% among 290,000 | F442A p/CIP-EGFP cells, EGFP fluorescence, 16 h;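 active means EGFP signal decrease of at least 30% at 10 µM or well 3 SD below plate mean, unless failing retest; inactive means the rest, including hits failing retest or dose response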; further: some compounds called inactive have numbers as strong as hits; many of its hits are not listed in these tables
PHOSPHO1 block = blocks human PHOSPHO1 phosphatase activity; inhibition, % at 13.3 µM; recombinant PHOSPHO1, absorbance phosphatase assay; Q8TCT1; hit rate 1.1% among 290,000; in the data active means inhibition above about 60%
Target sequence (Q8TCT1 whole entry, looked up): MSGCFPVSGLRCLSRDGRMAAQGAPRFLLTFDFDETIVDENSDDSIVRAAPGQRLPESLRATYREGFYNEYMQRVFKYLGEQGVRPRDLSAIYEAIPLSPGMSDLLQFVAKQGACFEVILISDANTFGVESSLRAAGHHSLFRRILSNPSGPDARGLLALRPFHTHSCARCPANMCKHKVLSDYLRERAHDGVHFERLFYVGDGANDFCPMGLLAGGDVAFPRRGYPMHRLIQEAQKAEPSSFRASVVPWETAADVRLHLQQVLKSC
IDE cell activ = activators of human insulin-degrading enzyme in cells. activation, % at 5.96 µM. hit rate 0.073% among 340,000. HEK cells, FAbeta-B cleavage, fluorescence polarization; 0% vehicle, 100% cell-free pure enzyme wells;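 active means activation above the mean of all tested compounds plus 3 SD, set per screening campaign, cut at about 17% in these data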
An asterisk follows results filed as active; . = not tested or not shown; [ ] = dose if it differs, or a comment. This is a subset; rates above refer to the full screens.

SMILES	SUMO HTRF inh	NS3 helicase inh	MEKK3 PB1 HTS	DNA FID counter	IMP-1 inh	VIM-2 inhibitor	p-CIP stab down	PHOSPHO1 block	IDE cell activ
COc1ccc(O)c(-c2cc(-c3cccc(Br)c3)n[nH]2)c1	-18	-17	.	7	-0.5	-3.4	-11	-3	0
COc1ccc(-c2nnc(SC(C)C(=O)Nc3c(C)n(C)n(-c4ccccc4)c3=O)o2)cc1 (configuration not stated)	12	-4	105	-11	-1.6	-4.3	-9	2	1
CCOC(=O)c1cccc(NC(=O)C2CCN(S(=O)(=O)c3cccs3)CC2)c1	-10	-3	.	-21	-4.1	-5.3	10	0	10
CCC(=O)c1ccccc1OCCN1C(=O)NC(C)(C)C1=O	20	-7	103	-4	-2.0	-3.4	-8	16	-5
O=C(CN1C(=O)CC(c2ccco2)Sc2ccccc21)NC1CCCCC1 (configuration not stated)	-8	-1	101	-39	-2.4	-4.3	7	28	-1
CCOC(=O)/C(C#N)=N/Nc1ccc(S(=O)(=O)N2CCc3ccccc32)cc1	-12	6	121	-8	-2.0	-0.2	2	-12	3
CS(=O)(=O)N(CC(=O)N/N=C/c1ccc(OCC(=O)N2CCOCC2)cc1)c1ccccc1Cl	-6	0	98	-20	-5.0	0.9	1	0	-3
CCOc1cccc(C(=O)Nc2ccccc2OC(F)F)c1	7	-4	105	-5	-1.1	-0.4	-10	34	3
CC(NC(=O)CC12CC3CC(CC(C3)C1)C2)C(=O)O (configuration not stated)	-4	-2	99	4	-0.1	-3.8	4	1	5
C=CCOCC(O)CS(=O)(=O)Cc1ccc(Cl)cc1 (configuration not stated)	5	12	101	-1	-1.8	-0.7	2	13	1
CCOc1cc(/C=N/O)ccc1OCC(=O)Nc1cccc(C)c1	-6	1	103	-20	-3.7	-3.4	-1	-9	-4
COc1ccccc1N=Nc1ccc(N)c(C)c1	-7	-2	101	-5	-2.7	0.5	12	11	4
Fc1ccccc1NC(=S)Nn1cnnc1	18	5	100	-3	-1.8	-1.8	-9	-47	1
CCOC(=O)NC(=O)CSc1nc(C)cc(C)c1C#N	16	1	99	-4	-2.6	-0.3	-8	-3	5
CCCCc1c(O)nc2sc3cc(OC)ccc3n2c1=O	4	3	103	-4	-3.6	-3.0	-4	7	3

Entries listed so far that have a cyano group, in the order listed:
SMILES	SUMO HTRF inh	NS3 helicase inh	MEKK3 PB1 HTS	DNA FID counter	IMP-1 inh	VIM-2 inhibitor	p-CIP stab down	PHOSPHO1 block	IDE cell activ
CCOC(=O)/C(C#N)=N/Nc1ccc(S(=O)(=O)N2CCc3ccccc32)cc1	-12	6	121	-8	-2.0	-0.2	2	-12	3
CCOC(=O)NC(=O)CSc1nc(C)cc(C)c1C#N	16	1	99	-4	-2.6	-0.3	-8	-3	5

(list continues)
SMILES	SUMO HTRF inh	NS3 helicase inh	MEKK3 PB1 HTS	DNA FID counter	IMP-1 inh	VIM-2 inhibitor	p-CIP stab down	PHOSPHO1 block	IDE cell activ
COc1cccc(C(=O)Oc2ccc3ccc(=O)oc3c2)c1	27	-10	101	-12	-1.1	-0.4	7	23	-5
Cc1ccc(-c2csc(-c3c[nH]c4ccccc34)n2)c(C)c1	-4	5	104	7	-1.9	-0.6	-1	25	-2
O=C(NNC1=NC2(CCCC2)Cc2ccccc21)c1ccncc1	-2	-9	61	-10	-2.1	-0.8	3	-15	-9
COC(=O)c1cn(NC(=O)Cc2ccc(Cl)c(Cl)c2)c(=O)c2ccccc12	15	17	94	6	-0.7	0.6	0	14	-1
CCN(Cc1ccccc1)C(=O)C1CCC(CNc2c(N3CCOCC3)c(=O)c2=O)CC1 (configuration not stated)	13	7	112	-28	-3.4	-3.0	4	21	4
C/C(=N\NC(=O)CCc1ccc(S(=O)(=O)N2CCOCC2)cc1)c1ccc(Br)cc1	2	-1	105	-4	-2.7	-3.0	-13	36	-5
O=C(Cc1cccs1)Nc1nnc(SCc2cccc3ccccc23)s1	15	11	99	-3	-1.4	-5.4	-9	-67	-2
Cc1cccc(NC(=O)c2cc([N+](=O)[O-])ccc2N2CCN(C)CC2)c1	4	5	105	14	-2.4	-3.6	-1	20	4
CCOC(=O)C(=O)/C(=C\N(C)C)c1onc(-c2ccccc2)c1C(=O)OC	18	-6	99	-9	-2.5	-0.3	-5	29	6
COc1ccc(S(=O)(=O)/N=C2/NC(=O)/C(=C\c3ccco3)S2)cc1	64	37*	97	-23	-1.5	-0.8	-10	5	5
O=C(OCc1nnc(-c2ccccc2)o1)c1cccnc1Cl	-3	-8	98	-7	-3.8	-2.6	4	0	1
Nc1ccccc1C(=O)NCc1ccc(F)cc1	-1	0	96	-5	0.9	0.9	6	34	1
O=C(O)COc1ccc(Br)cc1C(c1c(C(=O)O)[nH]c2ccccc12)c1c(C(=O)O)[nH]c2ccccc12	24	-1	107	-5	0.6	1.4	-2	8	-1
CC1(C)C(=O)OC(C(=O)c2ccc(Cl)cc2)C(C)(C)C1=O (configuration not stated)	-2	-2	96	0	-3.2	-2.7	3	2	8
CSc1nc2c(c(=O)n1C)SC(C)C2 (configuration not stated)	-1	9	108	1	-3.1	-5.4	-7	26	1
Cc1cc(C)n(-c2n[nH]c(C)c2[N+](=O)[O-])n1	6	15	85	-1	0.4	0.9	-11	32	-2
CC(C)(C)NC(=O)COc1ccc(CNn2nnnc2N)cc1	20	4	88	-3	-1.8	-2.7	-2	1	5
Cc1cc(C)n(CCNS(=O)(=O)c2ccc(Cl)cc2)n1	6	1	101	-9	1.4	-2.1	-1	8	4
C=CCON/C(CCC)=C1\C(=O)CC(C)(C)CC1=NC	4	-4	95	-6	-1.0	-2.6	0	-10	1
C=CCN(CC(O)c1cccc([N+](=O)[O-])c1)C(C)CCc1ccccc1 (configuration not stated)	20	-13	106	13	-0.8	-1.4	-11	16	-1
NNC(=O)c1csc(-c2cccc(C(F)(F)F)c2)n1	2	-4	105	-16	-5.1	-3.0	-1	36	5
CC(C(=O)Nc1nccs1)N1C(=O)C2CC=CCC2C1=O (configuration not stated)	28	-4	102	1	-2.7	-2.2	-17	-32	8
O=C(/C=C/c1cccs1)NC1CC1	0	9	93	-1	-2.8	-2.5	-18	-2	0
Cn1c2ccccc2c(=O)c2c(=O)n(Cc3ccco3)c(-c3ccc(C(C)(C)C)cc3)nc21	33	3	101	-9	-3.1	-3.3	-8	42	.
Cc1nn(Cc2c(F)c(F)c(F)c(F)c2F)c(C)c1NC(=O)c1ccnn1C	12	0	104	-14	-3.9	-1.0	-10	27	1
COc1ccc(OC)c(N/C(C)=C/C(=O)c2ccncc2)c1	-12	-9	98	-25	-2.7	-2.6	-15	18	6
Cc1noc(C)c1S(=O)(=O)Nc1cc(C(F)(F)F)ccc1N1CCOCC1	1	3	100	-27	-0.3	1.2	-4	30	6
Cc1cccc(-n2nc3c(c2NC(=O)c2ccc(Br)o2)CSC3)c1C	1	-1	97	-9	-2.2	-1.6	-11	-3	-4
Cc1cccc(C)c1N=C1C(=O)Nc2ccccc21	2	11	105	-5	-1.2	-2.4	-11	14	-3
CCOC(=O)C1C(C(=O)Nc2cccc(C(F)(F)F)c2)C1C(=O)NC(C)C (configuration not stated)	3	10	109	-4	-2.4	-1.2	0	20	2
O=C(Nc1ccc(S(=O)(=O)N2CCOCC2)cc1)c1ccc(F)cc1	18	-14	94	-4	0.2	0.0	-3	36	1
CSc1nn2c(C(F)(F)F)cc(C(F)(F)F)nc2c1C(N)=O	5	13	91	-8	-0.4	-1.0	-4	16	-1
Fc1cccc(Cl)c1COc1ccc(-c2nnco2)cc1	-10	-2	101	-25	-0.6	-4.7	-1	10	5
CCS(=O)(=O)NCc1ccc2[nH]c3c(c2c1)CCCC3	17	2	100	-3	-0.2	3.5	-7	16	.
COc1ccc(C2CC(c3ccccc3OC(C)=O)=NN2C(=O)/C=C/c2ccccc2)cc1 (configuration not stated)	12	6	99	-9	0.6	-4.0	-12	-8	1
CCC(CC)c1nnc(NC(=O)C2COc3ccccc3O2)s1 (configuration not stated)	-9	-5	105	-26	-1.7	0.0	-16	15	6
COc1cc(N)ccc1Cc1ccc(N)cc1OC	-8	-5	103	3	-1.8	-3.0	-18	5	2
COc1ccccc1S(=O)Cc1ccc(C(=O)NCCc2ccc(Cl)cc2)o1 (configuration not stated)	30	0	109	-32	-0.8	0.1	-13	15	1
Cc1cc(C)c(S(=O)(=O)C(C)C)c(=O)[nH]1	10	24	104	0	-3.3	-2.7	-6	53	-2
COc1cc(OC)nc(Oc2ccccc2C(=O)Oc2ccccc2Cl)n1	20	-9	97	-22	-1.3	-0.3	-11	29	2
COc1ccc(-n2c(=O)c3ccccc3n(Cc3ccccc3F)c2=O)cc1OC	4	-2	101	-11	-2.9	-2.8	-18	-20	-1
CCCCNCC(=O)Nc1sc(C)c(C)c1C(=O)OCC	0	-5	79*[inhibitor]	-7	-2.0	1.3	-3	-4	1
O=C(CN1CCN(c2cccc(C(F)(F)F)c2)CC1)Nc1cccc(C(F)(F)F)c1	-6	0	99	1	-0.6	1.7	-8	10	6
CCC1Oc2ccc(Cl)cc2N(CC(=O)O)C1=O (configuration not stated)	1	-3	104	-1	-2.5	-2.8	-6	15	1
Cc1ccc(NC(=O)c2ccccc2F)nc1	-5	2	66	1	-0.8	-0.9	-3	20	4
NC(=O)N/N=C/c1ccc(-n2nncc2-c2ccc(Cl)cc2)cc1	4	-17	101	-32	-0.7	-3.2	-4	31	-5
Cc1ccc(S(=O)(=O)N2CCN(S(C)(=O)=O)C2c2ccccc2)cc1 (configuration not stated)	-8	-5	113	-9	-2.0	-1.1	-4	4	2
COc1cc([N+](=O)[O-])ccc1NC(=O)Nc1cnccn1	9	4	104	6	-4.4	-2.0	5	43	-5
COc1ccc(NC(=O)CSc2c3c(nc4ccccc24)CCCC3)c(OC)c1	-2	-2	94	-31	-1.8	-1.3	0	3	-3
CN1CCc2c(sc(NC(=O)c3ccco3)c2C(N)=O)C1	4	-14	104	1	-0.7	3.6	-10	28	6
Cn1nnc2cc(C(=O)NCc3ccco3)ccc21	12	-3	104	-2	-5.8	-1.8	-2	40	1
CC[n+]1c(/C=C(\C)SC)sc2ccccc21	1	-9	94	-9	-0.4	1.8	-6	24	-19
O=C(c1ccc(Br)cc1)N1CCC(C(=O)N2CCN(c3ccccc3)CC2)CC1	11	5	103	-62	-1.7	-2.5	-15	18	4
Cc1noc(NS(=O)(=O)c2ccc(N/C=C\C(=O)c3ccccc3)cc2)c1C	11	9	100	-19	-0.2	1.2	-1	8	3

4 records drawn at random from the list so far, as already listed:
SMILES	SUMO HTRF inh	NS3 helicase inh	MEKK3 PB1 HTS	DNA FID counter	IMP-1 inh	VIM-2 inhibitor	p-CIP stab down	PHOSPHO1 block	IDE cell activ
O=C(c1ccc(Br)cc1)N1CCC(C(=O)N2CCN(c3ccccc3)CC2)CC1	11	5	103	-62	-1.7	-2.5	-15	18	4
COc1cc([N+](=O)[O-])ccc1NC(=O)Nc1cnccn1	9	4	104	6	-4.4	-2.0	5	43	-5
COc1ccc(NC(=O)CSc2c3c(nc4ccccc24)CCCC3)c(OC)c1	-2	-2	94	-31	-1.8	-1.3	0	3	-3
Cc1ccc(S(=O)(=O)N2CCN(S(C)(=O)=O)C2c2ccccc2)cc1 (configuration not stated)	-8	-5	113	-9	-2.0	-1.1	-4	4	2
